High-throughput results as filed in PubChem.
PPC-1+TRAIL kill: PPC-1 cancer cell killing with TRAIL present; AID 1443; PPC-1 cells + TRAIL, ATPLite viability luminescence; 220,000 compounds, 0.41% hits; cell killing (% activity), % at 4 µM;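 active = cell killing above 50% in the first pass at 4 µM, then a duplicate retest at 5 µM averaging 50% or more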;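 note: plate controls were cells with TRAIL plus DMSO for no effect and medium-only wells lacking cells for full effect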
TNF death inh: inhibitors of TNF-alpha induced necroptosis in Jurkat FADD-/- cells; Jurkat FADD-/- TNF necroptosis rescue, ATP luminescence, 24 h; 0 = TNF only, 100 = no-TNF cells; activation (protection from cell death), % at 10 µM; 220,000 compounds, 0.068% hits; AID 463075;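 active = activation, meaning protection from cell death, of at least 50% relative to plate controls; inactive = activation below 50%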;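 note: necroptosis triggered by 40 ng/mL TNF-alpha added together with compound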
Runt-SMMHC FRET: inhibitors of human RUNX1 Runt domain binding to CBFb-SMMHC. Cerulean-Runt/Venus-CBFb-SMMHC FRET ratio 530/480, 1 h. 220,000 compounds, 0.74% hits. Q01196+Q13951. inhibition, % at 20 µM. AID 1434;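 active = mean inhibition across duplicate retests at 20 µM reaching about 50%, limit read from the data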;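 note: 0% = DMSO wells and 100% = wells with excess untagged CBFb-SMMHC; inhibitors lower the FRET ratio by blocking Runt binding to CBFb-SMMHC; some results filed as inactive read as strong as hits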
MDM2 E3 inh: Mdm2 E3 ligase (human) inhibition | Q00987 | cell-based MDM2 ubiquitination luciferase reporter, 2 h; 0 = plate control, 100 = twice control, blank-subtracted | signal enhancement, % at 5 µM | 210,000 compounds, 0.11% hits | AID 1230;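 active = signal enhancement of 30% or more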;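 note: luminescence tracks abundance of the self-degrading MDM2-luciferase fusion protein; higher signal means inhibition of MDM2 E3 ligase activity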
Target sequence (Q00987 whole entry, looked up, the tested form may be a part): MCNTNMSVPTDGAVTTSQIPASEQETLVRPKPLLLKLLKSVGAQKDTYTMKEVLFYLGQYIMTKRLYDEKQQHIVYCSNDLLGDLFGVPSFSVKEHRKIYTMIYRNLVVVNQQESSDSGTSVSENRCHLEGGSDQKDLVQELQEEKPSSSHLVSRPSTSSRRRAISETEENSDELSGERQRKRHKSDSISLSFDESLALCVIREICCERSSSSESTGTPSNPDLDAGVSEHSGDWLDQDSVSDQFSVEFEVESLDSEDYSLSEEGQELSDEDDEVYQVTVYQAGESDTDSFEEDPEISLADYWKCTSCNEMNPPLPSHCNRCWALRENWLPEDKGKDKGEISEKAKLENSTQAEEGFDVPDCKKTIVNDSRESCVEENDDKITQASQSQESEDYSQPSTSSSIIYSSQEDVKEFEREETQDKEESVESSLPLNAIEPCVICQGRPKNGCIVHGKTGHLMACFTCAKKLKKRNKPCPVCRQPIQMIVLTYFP
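Material: Stable MDM2–luciferase fusion reporter cells | Amount: 2000 cells seeded into each well | Dosing: One concentration, 5 µM, with 0.2% DMSO | Incubation: 4 h cell settling then 2 h compound exposure, 37 °C | Measured by: Luciferase luminescence | Read-out basis: % enhancement relative to plate controls after blank subtraction | Benchmarks: Control and blank well means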
zfTRPN1 agonist: activates the zebrafish TRPN1 channel. HEK293 zebrafish TRPN1-YFP, Fluo-8 calcium fluorescence; 100% = response to 87 µM carbachol. activation, % at 3 µM. 220,000 compounds, 0.18% hits. AID 1424;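 active = activation above its plate's cutoff, the mean activation of test wells on that plate plus 3 SD, cut at about 19% in these data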;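 note: 0% = DMSO alone and 100% = 87 µM carbachol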
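Material: zebrafish TRPN1-YFP in HEK293 cells. Doses: one dose of 3 µM, 0.3% DMSO. Incubation: dye 1 h 37 °C plus 30 min RT. Measured by: intracellular calcium fluorescence with Fluo-8.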
CHOP inh: blocks CHOP induction under ER stress; AID 2732; CHO-K1 CHOP-promoter luciferase, tunicamycin-induced, 15-18 h; inhibition, % at 10 µM; 220,000 compounds, 3.8% hits;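 active = compounds that reduced the stress-induced luciferase reporter signal by more than about 70% of percent inhibition, limit read from the data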;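 note: 0% = tunicamycin plus vehicle and 100% = wells without tunicamycin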
p47phox inh: p47phox (human) inhibition | P14598 | p47phox/p22phox peptide binding, fluorescence polarization, 2 h | inhibition, % at 24.7 µM | 220,000 compounds, 0.53% hits | AID 1274;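 active = inhibition above about 30%, limit read from the data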;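 note: 0% = p47phox with labelled peptide and 100% = labelled peptide alone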
TRPML3 ag: activates the human TRPML3 channel; Q8TDD5; HEK293 TRPML3-YFP, Fluo-8 calcium fluorescence; 100% = the carbachol control signal; activation, % at 3 µM; 220,000 compounds, 0.29% hits;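 active = activation above its plate's cutoff, the mean activation of the plate's test wells plus 3 SD, cut at about 12% in these data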;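 note: 0% = DMSO only wells and 100% = carbachol wells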
Target sequence (Q8TDD5 whole entry, looked up): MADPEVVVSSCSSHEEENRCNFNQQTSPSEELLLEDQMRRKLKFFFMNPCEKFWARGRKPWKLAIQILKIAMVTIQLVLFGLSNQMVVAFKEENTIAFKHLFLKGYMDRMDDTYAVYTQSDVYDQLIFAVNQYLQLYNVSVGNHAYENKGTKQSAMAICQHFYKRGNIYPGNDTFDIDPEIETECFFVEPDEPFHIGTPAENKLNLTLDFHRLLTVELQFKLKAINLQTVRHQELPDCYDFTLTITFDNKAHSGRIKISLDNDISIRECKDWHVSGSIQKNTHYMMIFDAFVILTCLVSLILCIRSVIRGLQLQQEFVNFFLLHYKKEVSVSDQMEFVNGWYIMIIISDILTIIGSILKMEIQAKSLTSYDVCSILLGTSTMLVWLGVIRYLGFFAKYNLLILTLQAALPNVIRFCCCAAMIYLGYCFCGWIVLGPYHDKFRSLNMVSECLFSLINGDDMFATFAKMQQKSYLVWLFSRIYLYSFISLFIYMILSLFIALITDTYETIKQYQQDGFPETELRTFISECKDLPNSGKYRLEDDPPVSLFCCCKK
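Material: TRPML3-YFP stable HEK293 cells | Dosing: One concentration, 3 µM nominal, 0.3% DMSO | Timing: 125 s total fluorescence read per well | Technique: Fluo-8 calcium dye fluorescence, ex 470-495, em 515-575 nm | Measure: Percent activation from peak-to-basal fluorescence ratio, scaled between DMSO and carbachol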
EBV gp42 inh: EBV gp42 inhibition; AID 1085; Fluorescence polarization binding assay, mP read-out; 220,000 compounds, 0.42% hits; inhibition, % (tested at 21.74 µM); in the data active = inhibition above about 50%
* marks the source's active call; other numbers are inactive results.

`COC(=O)c1ccc2nc(NC(=O)COC(=O)CSc3nc(C)cc(C)n3)sc2c1` gave PPC-1+TRAIL kill 23, TNF death inh 0.9, Runt-SMMHC FRET -1, MDM2 E3 inh -8, zfTRPN1 agonist 0.1, CHOP inh 0, p47phox inh -17, TRPML3 ag 0.9 and EBV gp42 inh -15.
For Cc1nnsc1Sc1cccc(C(F)(F)F)c1 the results were PPC-1+TRAIL kill -8, TNF death inh -2.4, Runt-SMMHC FRET 2, MDM2 E3 inh -12, zfTRPN1 agonist 0.2, CHOP inh 29, p47phox inh -11, TRPML3 ag 1.0 and EBV gp42 inh -10.
`CN(C)c1ccc(CN(C(=O)/C=C/c2ccco2)C2CCS(=O)(=O)C2)cc1` (centres undefined) gave PPC-1+TRAIL kill -5, TNF death inh 5.6, Runt-SMMHC FRET -2, MDM2 E3 inh -11, zfTRPN1 agonist 0.5, CHOP inh 11, p47phox inh -6, TRPML3 ag -0.4 and EBV gp42 inh -11.
Screening CCCOc1ccc(-c2nnc(N)s2)cc1 returned PPC-1+TRAIL kill -7, TNF death inh -2.2, Runt-SMMHC FRET 1, MDM2 E3 inh -81, zfTRPN1 agonist -1.4, CHOP inh 22, p47phox inh -6, TRPML3 ag 0.2 and EBV gp42 inh -15.
For CC(C)n1nc(C(=O)OCC(=O)N2CC(=O)Nc3ccccc32)c2ccccc2c1=O the results were PPC-1+TRAIL kill 10, TNF death inh -1.4, Runt-SMMHC FRET 4, MDM2 E3 inh -7, zfTRPN1 agonist -0.4, CHOP inh 2, p47phox inh -1, TRPML3 ag 0.2 and EBV gp42 inh 3.
Screening CC(C)NC(=O)c1onc(CSc2ccc(C(C)C)cc2)c1C(=O)O returned PPC-1+TRAIL kill 96*, TNF death inh -0.3, Runt-SMMHC FRET 3, MDM2 E3 inh -20, zfTRPN1 agonist -0.4, CHOP inh 27, p47phox inh -8, TRPML3 ag 0.5 and EBV gp42 inh -11.
Screening CC12CC3(C)CC(C)(C1)CC(C(=O)Nc1nn[nH]n1)(C2)C3 returned PPC-1+TRAIL kill 18, TNF death inh 0.4, Runt-SMMHC FRET 4, MDM2 E3 inh -15, zfTRPN1 agonist -0.5, CHOP inh -38, p47phox inh -3, TRPML3 ag 0.8 and EBV gp42 inh -19.
`Cc1ccc(S(=O)(=O)n2cnc3cc([N+](=O)[O-])ccc32)cc1C` gave PPC-1+TRAIL kill 9, TNF death inh -1.3, Runt-SMMHC FRET 4, MDM2 E3 inh -16, zfTRPN1 agonist 0.3, CHOP inh -14, p47phox inh 7, TRPML3 ag 1.1 and EBV gp42 inh -6.
C/C(=N\NC(=O)c1cc(Br)ccc1O)c1cccs1 was read as PPC-1+TRAIL kill 26, TNF death inh 0.8, Runt-SMMHC FRET -1, MDM2 E3 inh -17, zfTRPN1 agonist 2.2, CHOP inh -19, p47phox inh -11, TRPML3 ag 2.5 and EBV gp42 inh -5.
Screening O=C(Nc1cccc(-c2nc3ncccc3o2)c1)c1sc2ccccc2c1Cl returned PPC-1+TRAIL kill 29, TNF death inh -14, Runt-SMMHC FRET 3, MDM2 E3 inh -14, zfTRPN1 agonist 0.2, CHOP inh 104*, p47phox inh 67*, TRPML3 ag 0.6 and EBV gp42 inh -14.
For O=C(N1CCOCC1)N1CCN(c2nc(-c3ccccc3)cs2)CC1 the results were PPC-1+TRAIL kill 7, TNF death inh 0.3, Runt-SMMHC FRET -5, MDM2 E3 inh -15, zfTRPN1 agonist 1.7, CHOP inh -5, p47phox inh -6, TRPML3 ag 0.5 and EBV gp42 inh -27.
For Cc1onc(-c2ccccc2)c1C(=O)N/N=C/C=C/c1ccccc1 the results were PPC-1+TRAIL kill 6, TNF death inh 1.7, Runt-SMMHC FRET 3, MDM2 E3 inh -13, zfTRPN1 agonist -1.8, CHOP inh 13, p47phox inh -5, TRPML3 ag -0.1 and EBV gp42 inh -9.

Structures above that have a thiophene ring, fused or not (two):
C/C(=N\NC(=O)c1cc(Br)ccc1O)c1cccs1 was read as PPC-1+TRAIL kill 26, TNF death inh 0.8, Runt-SMMHC FRET -1, MDM2 E3 inh -17, zfTRPN1 agonist 2.2, CHOP inh -19, p47phox inh -11, TRPML3 ag 2.5 and EBV gp42 inh -5.
Screening O=C(Nc1cccc(-c2nc3ncccc3o2)c1)c1sc2ccccc2c1Cl returned PPC-1+TRAIL kill 29, TNF death inh -14, Runt-SMMHC FRET 3, MDM2 E3 inh -14, zfTRPN1 agonist 0.2, CHOP inh 104*, p47phox inh 67*, TRPML3 ag 0.6 and EBV gp42 inh -14.

(cont.)
For S=C(NC1CCCCC1)N1CCN(Cc2ccccc2)CC1 the results were PPC-1+TRAIL kill 2, TNF death inh 1.9, Runt-SMMHC FRET 4, MDM2 E3 inh -9, zfTRPN1 agonist 1.6, CHOP inh -7, p47phox inh -7, TRPML3 ag 0.8 and EBV gp42 inh -2.
For O=C(Nc1nnc(-c2ccc(F)cc2)o1)c1cc(Cl)sc1Cl the results were PPC-1+TRAIL kill 25, TNF death inh 1.5, Runt-SMMHC FRET 2, MDM2 E3 inh -10, zfTRPN1 agonist -0.1, CHOP inh 64, p47phox inh 2, TRPML3 ag 0.8 and EBV gp42 inh -16.
`Cc1ccc2cc(COC(=O)C3CCCO3)c(=O)[nH]c2c1` (centres undefined) gave PPC-1+TRAIL kill -18, TNF death inh -2.1, Runt-SMMHC FRET -5, MDM2 E3 inh -14, zfTRPN1 agonist 1.0, CHOP inh 5, p47phox inh -2, TRPML3 ag -0.2 and EBV gp42 inh -10.
`S=C(NCc1ccco1)N1CCN(c2ccccn2)CC1` gave PPC-1+TRAIL kill -1, TNF death inh -0.3, Runt-SMMHC FRET 1, MDM2 E3 inh -9, zfTRPN1 agonist 0.2, CHOP inh 6, p47phox inh 3, TRPML3 ag 0.6 and EBV gp42 inh 7.
For COc1ccc(C(=O)C2CCCN(C(=O)Cc3c(C)noc3C)C2)cc1OC (centres undefined) the results were PPC-1+TRAIL kill -1, TNF death inh 0.3, Runt-SMMHC FRET -3, MDM2 E3 inh 0, zfTRPN1 agonist 1.0, CHOP inh -17, p47phox inh 5, TRPML3 ag 0.9 and EBV gp42 inh -22.
For CCCC(=O)Nc1ccc2c(c1)nc(CCNC(=O)c1ccccc1)n2C the results were PPC-1+TRAIL kill -9, TNF death inh 2.4, Runt-SMMHC FRET -2, MDM2 E3 inh -12, zfTRPN1 agonist -0.2, CHOP inh -21, p47phox inh -7, TRPML3 ag 0.5 and EBV gp42 inh -5.
For CCOC(=O)c1cnc2c(c(C)nn2CC)c1Cl the results were PPC-1+TRAIL kill 9, TNF death inh -1.9, Runt-SMMHC FRET -1, MDM2 E3 inh -4, zfTRPN1 agonist 1.6, CHOP inh 26, p47phox inh 2, TRPML3 ag 0.5 and EBV gp42 inh -1.
`N#C/C(=C\C=C\c1ccccc1)C(=O)NCc1ccco1` gave PPC-1+TRAIL kill -11, TNF death inh 1.0, Runt-SMMHC FRET 2, MDM2 E3 inh -14, zfTRPN1 agonist -0.4, CHOP inh -8, p47phox inh -5, TRPML3 ag -1.1 and EBV gp42 inh -3.
Cc1ccc(S(=O)(=O)NC(=S)NC2CCCCC2)cc1 was read as PPC-1+TRAIL kill 7, TNF death inh 0.5, Runt-SMMHC FRET -1, MDM2 E3 inh -7, zfTRPN1 agonist -0.4, CHOP inh 23, p47phox inh 2, TRPML3 ag 0.5 and EBV gp42 inh -5.
For Cc1nn(C)cc1S(=O)(=O)N1CCN(Cc2cccc(Cl)c2)CC1 the results were PPC-1+TRAIL kill 10, TNF death inh 0.7, Runt-SMMHC FRET 2, MDM2 E3 inh -57, zfTRPN1 agonist -2.4, CHOP inh 22, p47phox inh -2, TRPML3 ag 0.0 and EBV gp42 inh -6.
`O=C(O)c1cnc2ccccc2n1` gave PPC-1+TRAIL kill -1, TNF death inh 1.3, Runt-SMMHC FRET -1, MDM2 E3 inh -18, zfTRPN1 agonist 0.8, CHOP inh 11, p47phox inh -3, TRPML3 ag 0.5 and EBV gp42 inh -23.
Screening C/C(CC(=O)Nc1ccc(Cl)c(Cl)c1)=N\NC(=O)Cc1ccccc1 returned PPC-1+TRAIL kill 17, TNF death inh 2.9, Runt-SMMHC FRET 2, MDM2 E3 inh -5, zfTRPN1 agonist -0.9, CHOP inh 14, p47phox inh -4, TRPML3 ag 0.1 and EBV gp42 inh 8.
For COc1ccc(/C(N)=N/OC(=O)/C=C/c2ccccc2)cc1 the results were PPC-1+TRAIL kill 13, TNF death inh -0.5, Runt-SMMHC FRET -1, MDM2 E3 inh -20, zfTRPN1 agonist 2.3, CHOP inh 24, p47phox inh -9, TRPML3 ag 0.8 and EBV gp42 inh -12.
`Nc1nc2n(n1)C(c1ccc(Cl)cc1)CC(c1ccc(F)cc1)N2` (centres undefined) gave PPC-1+TRAIL kill 9, TNF death inh -0.5, Runt-SMMHC FRET 0, MDM2 E3 inh -8, zfTRPN1 agonist 2.9, CHOP inh 14, p47phox inh -1, TRPML3 ag 0.4 and EBV gp42 inh -5.
N#Cc1cccc(NC(=O)CSc2nnc(-c3n[nH]c4ccccc34)o2)c1 was read as PPC-1+TRAIL kill 24, TNF death inh 5.7, Runt-SMMHC FRET -9, MDM2 E3 inh -14, zfTRPN1 agonist 1.5, CHOP inh 13, p47phox inh -6, TRPML3 ag 1.1 and EBV gp42 inh 10.
O=C(CSc1n[nH]c(=O)n1C1CC1)c1ccc2c(c1)OCCO2 was read as PPC-1+TRAIL kill 19, TNF death inh -1.8, Runt-SMMHC FRET 1, MDM2 E3 inh -2, zfTRPN1 agonist 1.9, CHOP inh -7, p47phox inh -17, TRPML3 ag 0.3 and EBV gp42 inh -8.
For OCCC1CN(Cc2cccn2-c2ncccn2)CCN1C1CCCC1 (centres undefined) the results were PPC-1+TRAIL kill 9, TNF death inh -0.2, Runt-SMMHC FRET 0, MDM2 E3 inh -1, zfTRPN1 agonist -0.5, CHOP inh -4, p47phox inh 6, TRPML3 ag 1.0 and EBV gp42 inh -7.
`O=C(O)c1cnn(-c2nc(-c3ccc(F)cc3)cs2)c1C(F)(F)F` gave PPC-1+TRAIL kill -6, TNF death inh 0.1, Runt-SMMHC FRET 0, MDM2 E3 inh -9, zfTRPN1 agonist -0.1, CHOP inh -13, p47phox inh -15, TRPML3 ag 0.5 and EBV gp42 inh -12.

Not a hit list. Share with any hit: about 5.9%.
